Screening data: PubChem, several laboratories
NS3 helicase inh: inhibitors of Hepatitis C virus NS3 helicase. 0.56% of 290,000 active. AID 1800. NS3 helicase DNA unwinding, Cy5 molecular beacon fluorescence. inhibition, % at 10.9 µM;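 active = inhibition above the mean of all tested compounds plus 3 SD, set per campaign, cut at about 35% in these data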;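 also: 0% = DMSO wells and 100% = thioflavine S control wells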
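System: HCV NS3 helicase fragment; control set: DMSO and thioflavine S; technique: Cy5 fluorescence at 0 and 60 min, beacon hairpin quenching; reagent: beacon DNA duplex substrate plus ATP; replicates: singlicate; schedule: 1 h reaction at 25 °C, ATP-initiated; medium: MOPS buffer pH 6.5 with MgCl2, DTT, Tween20, BSA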
PHOSPHO1 inh: blocks human PHOSPHO1 phosphatase activity. recombinant PHOSPHO1, absorbance phosphatase assay. 1.1% of 290,000 active. inhibition, % at 13.3 µM. AID 1565. Q8TCT1; in the data active = inhibition above about 60%
Target sequence (Q8TCT1 whole entry, looked up): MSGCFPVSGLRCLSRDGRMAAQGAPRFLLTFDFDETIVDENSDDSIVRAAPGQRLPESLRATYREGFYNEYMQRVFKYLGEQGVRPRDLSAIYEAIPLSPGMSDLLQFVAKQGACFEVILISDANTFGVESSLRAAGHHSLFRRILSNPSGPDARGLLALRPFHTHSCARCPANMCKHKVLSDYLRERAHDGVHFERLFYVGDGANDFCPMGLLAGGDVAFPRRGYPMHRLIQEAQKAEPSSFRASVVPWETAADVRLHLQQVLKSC
V1R ag counter: counter-screen for oxytocin receptor agonists: human V1a receptor agonists; 0.25% of 320,000 active; CHO-V1R cells, Fluo-8 calcium fluorescence, agonist mode; 0% DMSO, 100% 3 nM vasopressin; activation, % at 3 µM;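 active = activation above the mean activation of all tested compounds plus 3 SD, per screening run, cut at about 20% in these data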;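 also: signal is peak over basal fluorescence ratio across a 100 second FLIPR read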
GalR3 antag: blocks the human galanin receptor 3. O60755. HEK293 GalR3-CNG cAMP membrane potential fluorescence; galR3 body fused to GalR1 C-terminus. inhibition, % at 3 µM. 0.44% of 360,000 active. AID 651719;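 active = inhibition above the screen-wide average plus 3 SD, cut at about 13% in these data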;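 also: forskolin and galanin both at EC90 stimulate the cells; cAMP rise reported by CNG channel membrane potential dye signal; 0% = forskolin plus galanin with DMSO and 100% = forskolin alone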
Target sequence (O60755 1-299 limits assumed): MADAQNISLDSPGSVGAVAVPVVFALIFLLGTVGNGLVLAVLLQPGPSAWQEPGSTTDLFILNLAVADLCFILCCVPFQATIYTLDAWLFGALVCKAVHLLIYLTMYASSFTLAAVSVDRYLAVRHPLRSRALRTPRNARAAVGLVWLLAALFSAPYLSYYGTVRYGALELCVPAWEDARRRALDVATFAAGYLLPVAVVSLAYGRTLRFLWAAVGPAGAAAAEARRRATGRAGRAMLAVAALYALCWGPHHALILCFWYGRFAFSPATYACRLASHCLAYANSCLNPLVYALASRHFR
VIM-2 inhibitor: blocks Pseudomonas aeruginosa VIM-2 metallo-beta-lactamase; 0.89% of 290,000 active; purified VIM-2, nitrocefin hydrolysis, epi-absorbance fluorescence; inhibition, % at 5.6 µM;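 active = inhibition above the mean of all tested compounds plus 3 SD, cutoff set per screening run, cut at about 7.5% in these data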;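 also: red hydrolysis product quenches plate fluorescence so inhibitors raise well fluorescence; 0% = enzyme with DMSO and 100% = DMSO without enzyme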
IMP-1 inhibitor: blocks Pseudomonas aeruginosa IMP-1 metallo-beta-lactamase; AID 1556; inhibition, % at 5.6 µM; 0.45% of 290,000 active; purified IMP-1, nitrocefin hydrolysis, epi-absorbance fluorescence;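 active = inhibition above the mean plus 3 SD of all compounds in the same screening run, cut at about 4.5% in these data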;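 also: 0% = IMP-1 with DMSO and 100% = DMSO wells lacking enzyme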
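System: purified recombinant IMP-1 beta-lactamase. Medium: Zinc- and detergent-supplemented HEPES buffer, pH 7.1. Compound: one 5.6 µM dose […]. Schedule: 15 min preincubation plus 25 min reaction at 25 °C. Technique: Epi-absorbance fluorescence, 480 nm excitation, 530 nm emission.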
OXTR ag: agonists of human oxytocin receptor | P30559 | CHO-OTR cells, Fluo-8 calcium fluorescence; normalized: DMSO 0%, oxytocin 100% | activation, % at 3 µM | 0.32% of 320,000 active | AID 2435;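 active = activation above the mean of all tested compounds plus 3 SD, cutoff set per screening run, cut at about 20% in these data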;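 also: peak over basal fluorescence ratio from a 100 s FLIPR kinetic read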
GPR7 antagonist: antagonists of human GPR7 (neuropeptides B/W receptor 1); GPR7-expressing cells, fluorescence antagonist assay; inhibition, % at 4.4 µM; 1.1% of 290,000 active; AID 1861; in the data active = inhibition above about 16%, passing the limit was not always enough;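 also: cells stimulated with the agonist NPW; 0% = agonist with vehicle and 100% = vehicle without agonist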
Target sequence (P48145 whole entry, looked up): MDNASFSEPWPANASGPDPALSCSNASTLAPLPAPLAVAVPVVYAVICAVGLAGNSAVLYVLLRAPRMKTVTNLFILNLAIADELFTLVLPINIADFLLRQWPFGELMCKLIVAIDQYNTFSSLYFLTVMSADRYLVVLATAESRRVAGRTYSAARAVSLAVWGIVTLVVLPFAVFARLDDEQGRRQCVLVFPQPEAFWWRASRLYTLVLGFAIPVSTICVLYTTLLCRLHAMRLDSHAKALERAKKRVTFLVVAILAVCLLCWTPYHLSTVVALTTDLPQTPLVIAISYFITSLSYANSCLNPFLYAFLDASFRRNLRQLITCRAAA
DNA FID counter: counter-screen for HCV NS3 helicase inhibitors: DNA intercalator displacement; DNA fluorescent intercalator displacement, fluorescence; inhibition, % at 7.9 µM; 0.17% of 290,000 active; AID 1845; in the data active = inhibition above about 37%;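 also: 0% = vehicle and 100% = reference compound; higher means more ethidium bromide displaced from hairpin DNA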
An asterisk follows results filed as active; nt = not tested or not shown.

SMILES | NS3 helicase inh | PHOSPHO1 inh | V1R ag counter | GalR3 antag | VIM-2 inhibitor | IMP-1 inhibitor | OXTR ag | GPR7 antagonist | DNA FID counter
CC(=O)Nc1ccc2oc(C)nc2c1 | 6 | 20 | 0.4 | -3 | -2.1 | -2.6 | -0.4 | -1 | -7
COc1ccc(/C=C(/NC(=O)c2ccco2)C(=O)N2CCCCCC2)cc1OC | 2 | 23 | 12 | -1 | -1.8 | -2.6 | 13 | -6 | -49
CCOC(=O)c1cnc2c(OC)cccc2c1Nc1ccc2c(c1)OCCO2 | 4 | -21 | -2.4 | -12 | 0.2 | -3.6 | -2.1 | -8 | 4
Cc1c2n(c3ccccc13)CCC2=O | 29 | 20 | -0.2 | -8 | 2.0 | 2.1 | -0.7 | 21 | -7
O=C1CC(N2CCN(c3ccccn3)CC2)C(=O)N1c1ccc(Cl)cc1 (stereo unspecified) | 8 | 22 | 3.4 | -3 | -4.4 | -4.7 | -0.8 | 1 | -4
COc1cc(CN(C(=S)NCC(=O)O)C2CCCC2)cc(OC)c1OC | -1 | 11 | -0.1 | 2 | -2.7 | -0.8 | 0.0 | 0 | -24
O=C(CC1C(=O)NCCN1CC1CCCCC1)NCc1cccc(F)c1F (stereo unspecified) | -8 | 1 | 0.0 | -3 | -4.4 | -3.1 | -0.1 | -1 | -22
CCC(=O)N1CCN(CCN=CC2=C(O)CC(C)(C)CC2=O)CC1 | -8 | 10 | 0.5 | -4 | -3.5 | -3.5 | 1.4 | -11 | -3
COc1ccc(C(=O)NNC(=O)CSc2nnc(-c3cccnc3)n2C)cc1 | -1 | 41 | 0.6 | -3 | 2.0 | -0.1 | 0.5 | 0 | -5
Cc1cccc(NC(=O)CSc2nnc(-c3ccco3)o2)c1 | -2 | -2 | 0.4 | nt | 1.4 | -2.0 | 0.7 | 3 | 1
O=C(CCCCn1c(=O)c2ccccc2n(Cc2ccccc2F)c1=O)NC1CCN(Cc2ccccc2)CC1 | -14 | -13 | 0.6 | -4 | -0.6 | -1.4 | 0.8 | -4 | -11
C/C(=N\NC(=O)c1ccc(CN2CCc3ccccc3C2)cc1)c1ccccc1O | -27 | -5 | 1.3 | 3 | -4.3 | -3.0 | 2.8 | -11 | -1
Cc1oc(CC(C)C)cc1C(=O)Nc1cccc2ccccc12 | 7 | 12 | 0.0 | -5 | -0.7 | -2.1 | -1.3 | 8 | -13
O=C(CNC(=O)c1ccccc1F)N/N=C/c1cc(Br)ccc1OCc1ccccc1 | -15 | -18 | 0.0 | -6 | 0.3 | 0.4 | -0.8 | -5 | -19
C(=N\Nc1nnnn1-c1ccccc1)/c1ccncc1 | 3 | -22 | 0.7 | -1 | -3.0 | -2.5 | 3.3 | -12 | -3
CCOc1ccc(C2=CS/C(=C(\C#N)c3nnc4n3CCCCC4)N2CC)cc1 | -7 | 10 | 1.9 | -5 | -0.7 | -2.5 | -0.4 | -14 | -38
Cc1cccc(N2C(=O)C(Cl)=C(Nc3c(C)n(C)n(-c4ccccc4)c3=O)C2=O)c1C | -3 | 38 | 0.5 | -6 | -0.6 | 0.1 | 0.3 | 4 | -12
N#C/C(=C\C1CC=CCC1)c1nc2ccccc2[nH]1 (stereo unspecified) | 1 | 6 | 1.2 | -6 | -3.7 | -2.6 | 1.4 | -6 | -5
CCC(=O)n1nc(-c2cccnc2)nc1NCc1cccs1 | 4 | -19 | 0.1 | -4 | -3.8 | -2.6 | -1.2 | -10 | -5
CC1(C)CC(=O)C2=C(C1)NC(SCC(=O)Nc1ccccc1)=C(C#N)C2c1ccco1 (stereo unspecified) | -1 | 2 | 2.1 | -6 | -2.5 | -7.3 | 2.8 | -4 | -15
CCN(CC)S(=O)(=O)c1cccc(C(=O)NC2=NCCS2)c1 | 7 | 39 | 0.0 | -10 | -1.7 | -2.7 | 0.9 | -14 | -7
O=C(OCC(=O)N1CCCC1)c1ccccc1OCc1ccccc1 | 16 | 25 | -1.1 | -6 | -1.2 | -0.6 | -2.4 | -9 | -34
Cc1cccc(NC(=S)N/N=C/c2c[nH]c3ccccc23)c1 | -30 | -2 | -0.1 | -5 | -1.5 | -1.7 | 3.7 | -5 | 3
COc1ccc(C(=O)COC(=O)CNC(=O)C2CCCCC2)c(OC)c1 | 1 | 2 | 0.1 | -4 | -2.9 | -0.8 | -1.9 | -2 | -15
COc1ccc(S(=O)(=O)N(CC(C)C)CC(C)C)c2cccnc12 | -4 | -7 | -1.1 | 2 | -2.7 | -4.5 | -0.3 | -2 | -30
SMILES | NS3 helicase inh | PHOSPHO1 inh | V1R ag counter | GalR3 antag | VIM-2 inhibitor | IMP-1 inhibitor | OXTR ag | GPR7 antagonist | DNA FID counter
COc1ccc(C(C)=O)cc1CSc1nnc(Nc2ccc(C)cc2)s1 | 14 | -7 | 3.3 | 2 | -2.6 | -3.8 | -1.9 | -3 | 3
Cc1cccc(N2CC(C(=O)Nc3nc4ccc(S(C)(=O)=O)cc4s3)CC2=O)c1C (stereo unspecified) | 6 | 15 | -0.4 | -10 | -3.6 | -2.9 | 0.1 | 6 | -36
CC(OC(=O)Cc1cccc(C(F)(F)F)c1)C(=O)Nc1ccc(Cl)cn1 (stereo unspecified) | -19 | 12 | 0.5 | -5 | -0.6 | -1.9 | -1.3 | -4 | -17
Cc1cc(C(=O)N2CCCC(Nc3ccc(F)cc3)C2)c(C)o1 (stereo unspecified) | 1 | 33 | 0.1 | 0 | -0.2 | -0.3 | -1.2 | -8 | -18
COc1ccc(N2CCN(C(=O)CCN3C(=S)NC(C)(C)CC3C)CC2)cc1 (stereo unspecified) | 4 | 8 | 0.5 | -2 | -2.8 | -2.1 | -0.2 | 8 | -24
Cc1cc(=O)c2ccc(C(F)(F)F)cc2[nH]1 | -16 | 27 | 0.1 | 5 | -0.8 | -2.6 | 1.0 | -12 | -1
CC(C)(C)OC(=O)NCCCC[C@@H](C(=O)N1CCN(C(=O)OC(C)(C)C)CC1)n1cc(C(CO)NC(=O)OC(C)(C)C)nn1 (stereo partly specified) | 3 | 18 | 0.7 | -3 | -3.2 | -2.9 | 0.4 | -13 | -46
Cc1ccc(CN(C(=O)c2sc3ccccc3c2Cl)C2CCS(=O)(=O)C2)cc1 (stereo unspecified) | -15 | -6 | 4.1 | -5 | -1.4 | -2.6 | 2.5 | 9 | -31
O=C(CSc1nccc(=O)[nH]1)Nc1cc(C(F)(F)F)ccc1N1CCOCC1 | 13 | 26 | 2.4 | -3 | 3.6 | 4.2 | 1.3 | 2 | -17
CN(C(=O)CSc1ccccc1C(=O)O)C1CCCCC1 | 3 | -3 | 0.6 | -4 | -1.9 | -4.2 | -0.7 | -9 | -1
CCCn1c(CN2CCN(C(=O)OCC)CC2)nc2cc(NC(C)=O)ccc21 | 10 | nt | 0.6 | -10 | -3.2 | -0.9 | 0.9 | -1 | -27
Cc1ccc(NS(=O)(=O)N2CCOCC2)cc1 | -2 | 42 | nt | -3 | -4.8 | -4.0 | nt | -13 | -10
O=C(Nc1nnc(-c2cccs2)o1)c1cc(-c2ccccc2)nc2ccccc12 | 19 | -6 | 1.2 | -2 | -2.1 | -5.5 | 0.0 | -2 | -34
Cc1ccc(N2C(N)=C(C#N)C(c3cc(CN4CCOCC4)cs3)C3=C2CC(C)(C)CC3=O)cc1 (stereo unspecified) | -11 | -5 | -1.1 | -4 | -1.3 | -1.4 | -0.1 | -3 | -12
COc1cc(NC(=O)COC(=O)c2n[nH]c3ccccc23)c(C)cc1[N+](=O)[O-] | 9 | -44 | 4.0 | -7 | 1.7 | 0.4 | 7.9 | -5 | 1
CC(=O)C1=C(O)C(=O)N(CCCn2ccnc2)C1c1ccc(Cl)cc1 (stereo unspecified) | 0 | -3 | 0.9 | -8 | -2.6 | -3.4 | 0.4 | -2 | 4
CCC(=O)N1CCc2cc(Br)cc(S(=O)(=O)CCC(=O)NCC3CCCO3)c21 (stereo unspecified) | -5 | 9 | -0.1 | -5 | -1.1 | -1.7 | -0.6 | 6 | -2
Cc1ccc(C(=O)NCCNS(=O)(=O)c2ccccc2)cn1 | 4 | 36 | -0.8 | -8 | -2.2 | -2.3 | -0.4 | -1 | -8
CC(C)c1ccc(N(CC(=O)NC2CCCCC2)C(=O)CNC(=O)c2ccco2)cc1 | -1 | 2 | 0.5 | -10 | -2.4 | -6.4 | 0.1 | 1 | -50
Cc1[nH]nc(N=CC2=C(O)CC(c3ccco3)CC2=O)c1-c1ccc(Cl)cc1 (stereo unspecified) | 10 | 16 | -0.2 | -6 | -2.5 | -3.5 | 0.0 | -10 | 0
Cc1noc(NS(=O)(=O)c2ccc(NC(=O)C(F)(F)F)cc2)c1C | 11 | 44 | 1.0 | -4 | 2.9 | -0.1 | 0.5 | 1 | 9
O=C(COC(=O)CNC(=O)c1ccc(Br)cc1)NCCC1=CCCCC1 | 2 | 24 | -1.5 | 0 | -1.9 | -3.6 | -2.1 | -4 | -11
CC(C)c1ccc(C(=O)NCCCN2CCOCC2)cc1 | -3 | 2 | 0.2 | -1 | -1.1 | -1.9 | -0.2 | -4 | 7
COc1ccc(CNC(=O)CCNS(=O)(=O)c2ccc(C)cc2)cc1 | -2 | 7 | 0.6 | 0 | -0.7 | -2.0 | -1.1 | -8 | -8
O=C(NCCc1ccc(F)cc1)NC12CC3CC(CC(C3)C1)C2 | -4 | 1 | 1.2 | 1 | -0.7 | -2.6 | -1.3 | -8 | -30
CC(=O)C(Cc1ccccc1)NC(=O)CN(C)Cc1ccccc1Cl (stereo unspecified) | -4 | 10 | 0.0 | -9 | -1.1 | -0.9 | -0.5 | 2 | -31
COCCCNC(=O)CCc1nc2cccnc2n1Cc1ccc(OC)cc1 | 1 | 0 | 0.7 | -6 | -2.0 | -6.0 | -0.5 | -6 | -8
CC1CC(N(C(=O)c2ccco2)c2ccccc2)c2ccccc2N1C(=O)c1ccco1 (stereo unspecified) | 4 | -5 | -0.2 | -5 | -0.9 | -3.5 | -1.8 | 3 | -22
CCCCCCCC(=O)NC1=NC(=O)C(C)(C)S1 | -8 | -25 | -0.6 | -5 | -2.2 | -3.7 | -2.6 | -10 | -32

Rows are unselected; any-hit rate near 4.3%.
